D1 antag – Antagonist of Human D 1 Dopamine Receptor: qHTS; D(1A) dopamine receptor (Homo sapiens), P21728; HEK293 TREx D1 cells, calcium flux, dopamine EC80; stronger effect = lower value; activity change, negative = inhibition, % at 10 µM; hit rate 3.2% among 360,000; in the data active = activity change below about -30%; also: % is scaled to controls: 0 for no effect and ±100 for the full control effect
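Using tetracycline-induced force-coupled D1 Hek293 cells and a calcium dye, signals were followed for 180 s after compound, then for 180 s after EC80 dopamine, to detect inhibitors.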
TRHR PAM – qHTS for Small Molecule Agonists and Allosteric Enhancers of Human TRH Receptor: Primary Screen for Enhancers; enhancement, % at 2 µM; TRHR cells, fluo-8 calcium fluorescence, EC20 TRH enhancement; hit rate 0.66% among 360,000; AID 493056, 2011; Thyrotropin-releasing hormone receptor (Homo sapiens), P34981; in the data active = enhancement above about 30%; also: 0% is about no effect
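TRHR-expressing cells loaded with fluo-8 calcium dye were read kinetically (ex 480/em 530) during compound addition, then stimulated with an EC20 of TRH (10 nM final). Enhancement of the Gq-mediated intracellular calcium response was scored.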
D2 ag – HTS Assay for Allosteric Agonists of the Human D2 Dopamine Receptor: Primary Screen for Agonists. activation, % at 2 µM. hit rate 0.53% among 340,000. HEK293 T-REx D2 cells, calcium flux agonist mode;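 active = activation over 3 SD above normal in the single-dose calcium agonist read, cut at about 30% in these data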; also: 0% is about no effect
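Calcium-flux readout, 1 cycle/sec over 180 s following compound pin transfer, in inducible HEK293 Trex D2 cells (force-coupled); dopamine controls included. Positive calcium responses during this window marked compounds as potential agonists.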
D2 PAM – HTS Assay for Positive Allosteric Modulators of the Human D2 Dopamine Receptor: Primary Screen for Potentiators | D(2) dopamine receptor (Homo sapiens), P14416 | HEK293 T-REx D2, calcium flux, EC20 dopamine potentiation | potentiation, % at 10 µM | hit rate 0.34% among 340,000 | AID 485347, 2010;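 active = potentiation over 3 SD above the plate norm, cut at about 30% in these data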; also: 0% is about no effect
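Calcium flux readout, no-wash dye, 1 read/s. Inducible HEK293 Trex D2 line, overnight 30 C. Compound alone 180 s (agonist flags), then EC20 dopamine, another 180 s to score potentiation.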
RXFP1 antag – qHTS Assay for Antagonists of the Relaxin Receptor RXFP1; HEK293-RXFP1, relaxin-stimulated cAMP HTRF, 30 min; stronger effect = lower value; AID 1259400, 2018; Relaxin receptor 1 (Homo sapiens), Q9HBX9; hit rate 0.59% among 350,000; activity change, negative = inhibition, % at 57.5 µM;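 active = activity change of -60% or lower, but not beyond a set lower limit; inconclusive = change between -60% and -40%, or beyond the set limit; inactive = change above -40%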; also: % is scaled to controls: 0 for no effect and ±100 for the full control effect
Target sequence (Q9HBX9 whole entry, looked up): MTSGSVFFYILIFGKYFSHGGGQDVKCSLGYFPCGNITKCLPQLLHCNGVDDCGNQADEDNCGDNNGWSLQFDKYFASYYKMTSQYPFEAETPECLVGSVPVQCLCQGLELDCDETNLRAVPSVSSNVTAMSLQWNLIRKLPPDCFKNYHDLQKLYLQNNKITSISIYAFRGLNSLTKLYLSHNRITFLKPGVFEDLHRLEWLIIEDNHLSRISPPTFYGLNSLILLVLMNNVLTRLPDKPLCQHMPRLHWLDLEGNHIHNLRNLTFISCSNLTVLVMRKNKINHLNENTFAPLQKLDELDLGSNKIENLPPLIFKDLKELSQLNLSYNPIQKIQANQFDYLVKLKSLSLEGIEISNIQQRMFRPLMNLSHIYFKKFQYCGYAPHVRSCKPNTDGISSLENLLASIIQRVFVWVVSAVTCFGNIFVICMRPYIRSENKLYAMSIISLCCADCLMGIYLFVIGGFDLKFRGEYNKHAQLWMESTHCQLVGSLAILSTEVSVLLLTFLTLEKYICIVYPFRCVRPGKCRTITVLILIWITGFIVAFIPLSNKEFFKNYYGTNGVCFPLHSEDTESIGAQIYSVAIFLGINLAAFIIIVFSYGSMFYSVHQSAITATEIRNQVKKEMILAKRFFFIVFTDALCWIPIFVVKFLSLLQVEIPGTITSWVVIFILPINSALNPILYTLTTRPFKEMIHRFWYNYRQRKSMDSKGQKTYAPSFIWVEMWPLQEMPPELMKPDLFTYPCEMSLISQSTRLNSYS
TRHR agonist – qHTS for Small Molecule Agonists and Allosteric Enhancers of Human TRH Receptor: Primary Screen for Agonists; Thyrotropin-releasing hormone receptor (Homo sapiens), P34981; TRHR cells, calcium flux fluo-8, FDSS agonist mode; activation, % at 2 µM; hit rate 0.18% among 360,000; AID 493084, 2011; also: 0% is about no effect
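In this calcium-flux screen, cells bearing human TRHR are dye-loaded with fluo-8, baselined for 10 cycles, then exposed to library compounds; positive kinetic calcium responses during the agonist phase mark hits, with TRH as control.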
D1 PAM – Potentiators of Human D1 Dopamine Receptor: qHTS; hit rate 0.036% among 360,000; HEK293 TREx D1 cells, calcium flux, dopamine EC20 potentiation; AID 504651, 2011; D(1A) dopamine receptor (Homo sapiens), P21728; potentiation, % at 10 µM; in the data active = potentiation above about 30%; also: 0% is about no effect
D2 antag – HTS Assay for Allosteric Antagonists of the Human D2 Dopamine Receptor: Primary Screen for Antagonists; D(2) dopamine receptor (Homo sapiens), P14416; HEK293 TREx D2 cells, calcium flux, dopamine EC80; hit rate 2% among 340,000; inhibition, % at 10 µM; in the data active = inhibition above about 30%; also: 0% is about no effect
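Inhibition of EC80 dopamine-driven calcium flux, recorded kinetically, defines activity here; cells are a tetracycline-induced HEK293 T-REx line expressing force-coupled D2.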
D1 ag – Allosteric Agonists of the Human D1 Dopamine Receptor: qHTS; D(1A) dopamine receptor (Homo sapiens), P21728; HEK293 T-REx D1 cells, calcium flux, agonist mode; activation, % at 2 µM; hit rate 1% among 360,000; AID 504660, 2011; also: 0% is about no effect
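Agonism was scored from calcium flux recorded over 180 s (1 read/s) after pintool compound addition, following a 10-cycle baseline. Cells were inducible force-coupled HEK293 TREx D1, plated overnight at 30 C and loaded with no-wash calcium dye.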
Starred values were filed as active, the others as inactive; ? = inconclusive; · = no result given. Rule as the data show it, unless noted: active = activation above about 30%; inactive = the rest.

| SMILES | D1 antag | TRHR PAM | D2 ag | D2 PAM | RXFP1 antag | TRHR agonist | D1 PAM | D2 antag | D1 ag |
| --- | --- | --- | --- | --- | --- | --- | --- | --- | --- |
| Cc1ccc(-n2nc(C)c3c2OC(N)=C(C#N)C3c2ccoc2)cc1 (stereo not drawn) | -3.2 | 5.7 | 0.7 | 15.1 | 6.3 | -0.4 | -2.7 | -67.3 | 1.9 |
| O=c1c2ccccc2nc2n1CCCCC2 | -4.5 | 1.2 | 1.2 | 8.2 | 8.5 | 0.4 | -0.5 | -6.4 | 2.9 |
| CCOC(=O)c1[nH]c2ccc(F)cc2c1NC(=O)C(C)N1CCc2cc(OC)c(OC)cc2C1 (stereo not drawn) | 40.7 | -6.6 | -0.1 | -31.2 | -14.1 | 0.0 | 11.6 | 17.5 | 2.8 |
| CN1C(=O)c2cccc3c(N)ccc(c23)C1=O | -26.4 | 50.3* | 109.0* | -15.2 | -7.0 | 152.3* | -3.0 | 22.9 | 219.1* |
| COc1cc(NC(=O)C(=O)NNC(=O)C2CCCCC2)c(OC)cc1Cl | -4.4 | 1.5 | 0.4 | -9.7 | -11.3 | -0.8 | 7.8 | 10.7 | 4.2 |
| CC(C)n1c(O)c(N=Nc2ccc(Cl)nn2)c2ccccc21 | 3.3 | -10.1 | 1.5 | -15.5 | · | 1.3 | -1.1 | -1.6 | 1.4 |
| O=c1cc(N2CCC3(CC2)OCCO3)[nH]c(=O)n1-c1ccc(Cl)cc1 | -8.2 | 5.8 | 0.8 | 10.5 | -0.2 | 0.6 | -3.0 | -3.9 | 3.2 |
| CC(=O)N(CCCc1ccc(C(C)(C)C)cc1)CCCN(C)C | -17.4 | 9.7 | 1.1 | -2.7 | -15.3 | 2.4 | -11.2 | -1.5 | 8.6 |
| Cc1ccc(CNC(=O)C2CCC(CNS(=O)(=O)c3cccs3)CC2)cc1 (stereo not drawn) | -3.9 | -3.4 | 0.1 | 14.8 | -4.9 | -1.0 | -1.1 | 6.5 | -2.0 |
| CCNc1nc(NCC)n2c(SCC(=O)Nc3ccc(OC)c(OC)c3)nnc2n1 | -0.7 | 4.3 | 0.1 | 4.9 | -4.8 | 0.0 | 4.8 | -32.9 | 3.5 |

As entered above.
CC(C)n1c(O)c(N=Nc2ccc(Cl)nn2)c2ccccc21 | D1 PAM = -1.1
CCNc1nc(NCC)n2c(SCC(=O)Nc3ccc(OC)c(OC)c3)nnc2n1 | D2 antag = -32.9

(list continues)
| SMILES | D1 antag | TRHR PAM | D2 ag | D2 PAM | RXFP1 antag | TRHR agonist | D1 PAM | D2 antag | D1 ag |
| --- | --- | --- | --- | --- | --- | --- | --- | --- | --- |
| C/C=C/C(=O)Nc1cccc(C2=NOC3(C2)C[C@H](C(N)=O)N(C(=O)/C=C/C)C3)c1 (stereo partly drawn) | -41.8* | 2.6 | -0.4 | 14.7 | · | -0.6 | -0.9 | -11.2 | 0.2 |
| Cn1c(SCC(=O)NC2CC2)nnc1C(F)(F)F | 2.7 | 0.1 | 0.8 | 7.9 | -10.5 | 0.6 | -4.1 | 10.5 | 4.5 |
| CSc1cccc(NC(=S)N(CCN(C)C)C(C)c2ccccn2)c1 (stereo not drawn) | -13.2 | -0.3 | 2.4 | -2.9 | ? | 1.4 | -11.2 | -13.5 | 25.3 |
| COc1ccc(C(Nc2cc(C)ccn2)c2ccc3ccc(C)nc3c2O)cc1 (stereo not drawn) | -3.5 | 11.1 | 0.0 | 4.4 | -20.8 | 0.1 | 4.6 | 17.6 | 7.0 |
| CCCCc1ccc(-c2nc(-c3ccncc3)no2)cc1 | -7.5 | -7.3 | -0.8 | -7.6 | -19.4 | 0.7 | -0.2 | -3.6 | 5.1 |
| CC1CC2(C)Oc3ccccc3C3OCC1(CO)C(C)C32 (stereo not drawn) | 6.7 | -5.3 | -1.2 | -6.9 | -8.7 | 0.2 | -0.5 | -16.8 | -0.3 |
| CCOc1ccc(CCNS(=O)(=O)c2ccc3c(c2)oc(=O)n3C)cc1OCC | -6.3 | 5.8 | 0.5 | -0.9 | 6.0 | 0.9 | 0.9 | -2.2 | 10.6 |
| CCCCN(C(=O)CCCSc1nc2ccccc2[nH]1)c1c(N)n(Cc2ccccc2)c(=O)[nH]c1=O | -25.6 | -5.3 | -0.1 | 10.4 | -2.5 | -0.2 | -0.2 | -4.6 | 1.9 |
| Cc1ccc(-n2ncc(C(=O)N3CCC(c4ccccc4)C3)c2C2CCN(C(=O)OC(C)(C)C)CC2)cc1 (stereo not drawn) | -0.5 | -11.8 | -0.1 | -8.1 | -8.4 | -0.7 | 1.4 | · | 0.9 |
| COc1ccc(S(=O)(=O)N(CC(=O)NCCSCc2ccccc2)c2ccc(C)cc2)cc1 | -15.7 | -11.1 | 2.7 | 4.6 | · | 5.8 | 1.9 | · | 31.8* |
| CCOc1cc(CNCC(C)C)cc(Cl)c1OCc1ccccc1 | 9.0 | -4.4 | -1.4 | -5.9 | -3.4 | 0.5 | 18.4 | -5.0 | 47.3* |
| Cc1cc(C)c(C#N)c(N2CCN(C(=O)C3COc4ccccc4O3)CC2)n1 (stereo not drawn) | -13.1 | -4.8 | 1.6 | -3.3 | 6.6 | 0.4 | -8.3 | -14.7 | -0.1 |
| C#Cc1cccc(NC(=O)CSc2nnc(-c3ccc(C(F)(F)F)cn3)o2)c1 | -9.0 | -6.8 | -0.6 | -1.1 | 6.6 | 0.1 | -6.0 | -4.3 | 1.0 |
| Cc1ccccc1NC(=O)c1cccc2c1C(=O)N(C1CCCCC1)C2 | 1.4 | 2.3 | 1.1 | 6.1 | 4.4 | 0.1 | -1.8 | 26.5 | -0.9 |
| O=C(c1ccncc1)N1CCN(S(=O)(=O)c2ccc(F)cc2)CC1 | 7.3 | 0.8 | 0.1 | 13.1 | -1.2 | 0.3 | 0.3 | -2.1 | 1.0 |
| CCNC(=O)c1cnn(-c2ccccc2)c1-c1ccccc1 | -17.2 | -9.8 | 10.1 | 1.8 | 1.6 | 0.1 | -3.5 | 16.1 | 2.4 |
| O=S(=O)(c1ccc(F)cc1)N1CCCC(c2nc(-c3ccc(F)cc3)no2)C1 (stereo not drawn) | 10.2 | -0.8 | 0.1 | 4.2 | · | -0.7 | 2.9 | -6.9 | -1.9 |
| Cn1nnnc1SCCCNCc1ccccc1OCc1ccc(Cl)cc1 | -38.8* | -8.7 | · | -17.8 | -1.2 | 1.7 | -0.1 | · | 75.1* |
| COc1cccc(NC(=O)CCc2c(C)nc3ncnn3c2C)c1 | -5.5 | -4.6 | -0.1 | -2.4 | · | 0.0 | 6.8 | · | 0.9 |
| CC(=O)Nc1cccc(NC(=O)c2cc(-c3ccccn3)nc3ccc(Cl)cc23)c1 | -16.2 | -2.6 | 1.2 | 2.4 | -7.5 | 0.8 | -1.9 | -9.5 | 1.9 |

Entries of single compounds as entered above. Order of screens: D1 antag	TRHR PAM	D2 ag	D2 PAM	RXFP1 antag	TRHR agonist	D1 PAM	D2 antag	D1 ag
CCNC(=O)c1cnn(-c2ccccc2)c1-c1ccccc1 in the list: -17.2	-9.8	10.1	1.8	1.6	0.1	-3.5	16.1	2.4
Cc1ccccc1NC(=O)c1cccc2c1C(=O)N(C1CCCCC1)C2 in the list: 1.4	2.3	1.1	6.1	4.4	0.1	-1.8	26.5	-0.9
CCOc1cc(CNCC(C)C)cc(Cl)c1OCc1ccccc1 in the list: 9.0	-4.4	-1.4	-5.9	-3.4	0.5	18.4	-5.0	47.3*

More entries follow.
| SMILES | D1 antag | TRHR PAM | D2 ag | D2 PAM | RXFP1 antag | TRHR agonist | D1 PAM | D2 antag | D1 ag |
| --- | --- | --- | --- | --- | --- | --- | --- | --- | --- |
| O=C(Nc1nnc(SCc2ccccc2Cl)s1)C1COc2ccccc2O1 (stereo not drawn) | -0.5 | 1.6 | 0.5 | 2.2 | -15.9 | 0.2 | 1.3 | -12.7 | 1.0 |
| Cc1noc(C)c1COC(=O)c1cccc(N(C)C)c1 | -6.1 | -1.5 | 3.1 | -0.5 | -3.0 | -0.9 | -2.2 | 3.3 | 8.2 |
| CCN(CC)C(=O)C1CCN(c2ncnc3c2cnn3-c2ccc(C)cc2C)CC1 | -8.7 | 44.5* | -2.1 | 28.1 | 3.0 | -0.6 | -4.0 | -8.7 | 0.7 |
| CC1CN(S(=O)(=O)c2ccc(C(=O)N(CCCN(C)C)c3nc4c(Cl)cccc4s3)cc2)CC(C)O1 (stereo not drawn) | -1.3 | 10.2 | 0.8 | 11.2 | 1.8 | 0.7 | -6.0 | 9.2 | 2.7 |
| Nc1cc(C(=O)OCC(=O)N2CCC(Cc3ccccc3)CC2)ccc1Cl | 9.3 | 5.1 | -1.5 | -11.4 | -12.3 | 0.0 | 0.1 | 7.5 | 3.7 |
| CC1CC(NS(=O)(=O)c2cccs2)CC(C)(C)C1 (stereo not drawn) | 10.8 | 1.6 | -0.5 | 3.2 | -6.5 | 1.4 | -0.7 | 2.4 | 2.1 |
| O=C(COC(=O)c1ccccc1NC(=O)C1CC1)c1ccc2c(c1)OCCO2 | 4.1 | -25.0 | -0.5 | 11.4 | · | 0.4 | -0.4 | -5.1 | 4.5 |
| Cc1cc2c(s1)c1cnn(Cc3ccccc3C)c(=O)c1n2C | 10.7 | -0.4 | · | · | · | -0.2 | 2.4 | · | 13.6 |
| CC(C)(C)C(=O)CSc1ncnc2c1cnn2-c1ccccc1 | 11.3 | 4.3 | 0.8 | -1.8 | -17.4 | 0.0 | 11.2 | 2.3 | 1.1 |
| O=C(CCc1ccccc1)NNC(=O)c1ccc(Cl)cc1 | 3.3 | -6.5 | -0.2 | 15.4 | 0.1 | -0.6 | -3.1 | -9.7 | -0.8 |
| CCOc1ccc(NC(=O)C(C)NC(=O)c2ccccc2Cl)cc1S(=O)(=O)N1CCCC1 (stereo not drawn) | -7.5 | -0.3 | -1.1 | -6.3 | 0.1 | -0.3 | 9.6 | -11.7 | 5.1 |
| COc1cccc(N2CCN(C(=O)c3nc4nc(C)cc(C)n4n3)CC2)c1 | 7.8 | -3.1 | 0.2 | -2.8 | 5.7 | 0.5 | 1.0 | -9.9 | 2.5 |
| O=C(CCCc1ccccc1)NCc1ccccc1 | -7.6 | 7.8 | 0.2 | 7.1 | · | -1.1 | -3.0 | 7.8 | 1.5 |
| CCOc1ccc(OCCCC(=O)N(C)CC(=O)Nc2ccc(N3CCOCC3)cc2)cc1 | 9.1 | 0.1 | 0.7 | -0.2 | -12.6 | 0.0 | 3.3 | -1.2 | 3.3 |
| COCCOC(=O)c1[nH]c2c(c1C)C(=O)CC(c1ccco1)C2 (stereo not drawn) | -14.3 | 0.5 | 0.6 | 1.4 | 9.8 | 0.2 | -8.9 | 4.7 | 3.7 |
